Screening results (PubChem)
DT40 TDP1 CPT = qHTS for Inhibitors of human tyrosyl-DNA phosphodiesterase 1 (TDP1): qHTS in cells in presence of CPT. chicken DT40 Tdp1-/-;hTDP1 cells + 20 nM CPT, ATP luminescence, 48 h. Potency, µM (series often up to 46.2 µM), for inactives: top-dose activity change, negative = growth inhibition, actives largely listed as inhibitors. actives 12% (n = 420,000); note: nearly all actives have a fitted effect of over 55% in size
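Cell growth measured by CellTiter-Glo luminescence after a minimum 48 h, 37 C compound exposure with 20 nM CPT in Tdp1-knockout DT40 cells stably expressing hTDP1, seeded 400/well; qHTS titration format.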
TDP1 inh = qHTS Assay for Inhibitors of Tyrosyl-DNA Phosphodiesterase (TDP1). actives 0.28% (n = 350,000). Potency, µM (top dose mostly 130 µM), for inactives: top-dose activity change, negative = inhibition, usual class: inhibitors. recombinant TDP1, AlphaScreen DNA substrate cleavage; note: nearly all actives have a fitted effect of over 40% in size
Target sequence (Q9NUW8 whole entry, looked up): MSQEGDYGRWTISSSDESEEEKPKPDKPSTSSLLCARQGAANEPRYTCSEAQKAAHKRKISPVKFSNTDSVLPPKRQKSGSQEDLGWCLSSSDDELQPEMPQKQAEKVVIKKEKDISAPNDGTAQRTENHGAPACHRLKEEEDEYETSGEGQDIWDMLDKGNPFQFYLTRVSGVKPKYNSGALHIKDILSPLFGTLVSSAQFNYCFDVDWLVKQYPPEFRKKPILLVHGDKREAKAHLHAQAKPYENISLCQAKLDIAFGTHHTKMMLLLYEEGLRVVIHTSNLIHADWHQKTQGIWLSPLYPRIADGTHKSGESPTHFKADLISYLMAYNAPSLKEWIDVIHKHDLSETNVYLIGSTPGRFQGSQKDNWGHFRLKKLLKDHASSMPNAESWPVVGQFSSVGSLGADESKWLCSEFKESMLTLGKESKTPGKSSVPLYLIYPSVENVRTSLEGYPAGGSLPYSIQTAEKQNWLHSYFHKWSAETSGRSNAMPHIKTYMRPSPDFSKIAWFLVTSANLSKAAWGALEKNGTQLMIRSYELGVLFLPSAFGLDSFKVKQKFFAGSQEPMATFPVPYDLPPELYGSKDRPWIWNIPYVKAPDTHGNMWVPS
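Here, a 5' biotin and 3' phosphotyrosine-FITC DNA oligonucleotide reports Tdp1 activity: intact substrate bridges AlphaScreen beads, while cleavage leaves a 3' phosphate and drops signal. All incubations at room temperature.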
TDP1 cell noCPT = qHTS for Inhibitors of human tyrosyl-DNA phosphodiesterase 1 (TDP1): qHTS in cells in absence of CPT; DT40 Tdp1-/- hTDP1 cells, no CPT, ATP luminescence, 48 h; Potency, µM (top dose mostly 46.2 µM), without a hit: at the top dose activity change, negative = growth inhibition, usual class: inhibitors; actives 15% (n = 420,000); note: nearly all actives have a fitted effect of over 55% in size
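Compound effects on proliferation are scored in DT40 Tdp1-/-;hTDP1 cells in the absence of CPT. ATP levels (CellTiter-Glo luminescence) are recorded after a ≥48 hr, 37 °C incubation.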
Numbers without * were called inactive; [ ] = dose if it differs, or a comment. Calls come from the whole dose curve; as a rule, active = well fitted curve in the direction sought with a large enough effect; inconclusive = small, poorly fitted or top-dose-only effect, or another doubt; inactive = no such curve, though single readings can be large; an effect the other way counts as inactive or inconclusive. % is set by controls: 0 for no effect and ±100 for the full control effect; potency is the fitted concentration of half-maximal effect.

`CCN(CC)S(=O)(=O)c1ccc(N2CCCCC2)c(NC(=O)c2ccncc2)c1` gave DT40 TDP1 CPT inconclusive, TDP1 inh -12% and TDP1 cell noCPT inconclusive.
Screening COc1ccc(NC(=O)O/N=C/c2ccncc2)cc1 returned DT40 TDP1 CPT 12%, TDP1 inh 4% and TDP1 cell noCPT 26%.
Cc1ccc(S(=O)(=O)N/N=C/c2cn(C)nc2C)cc1 was read as DT40 TDP1 CPT -16%, TDP1 inh 9% and TDP1 cell noCPT -6%.
`Cc1ccc(C(=O)OC2CCOC2=O)cc1NC(=O)c1ccco1` (stereo not given) gave DT40 TDP1 CPT -9%, TDP1 inh 4% and TDP1 cell noCPT -14%.
Screening Cc1cc(=O)oc2cc(OCC(=O)Nc3nnc(C4CC4)s3)ccc12 returned DT40 TDP1 CPT 2% and TDP1 cell noCPT -15%.
`CC(C)CC(c1nnnn1C1CCCCC1)N1CCN(C(=O)c2ccco2)CC1` (stereo not given) gave DT40 TDP1 CPT 3% and TDP1 cell noCPT inconclusive.
CCN(CC)C(=O)CSc1nc2ccccc2c(=O)n1CCC(=O)NCc1ccc(F)cc1 was read as DT40 TDP1 CPT -2%, TDP1 inh -6% and TDP1 cell noCPT 18%.
NS(=O)(=O)c1ccc(NC(=S)NC2CCCC2)cc1 was read as DT40 TDP1 CPT -6%, TDP1 inh 0% and TDP1 cell noCPT 7%.
`O=C(/C=C/c1ccc(C(F)(F)F)cc1)OC(C(=O)NC1CC1)c1ccccc1` (stereo not given) gave DT40 TDP1 CPT inconclusive and TDP1 cell noCPT inconclusive.
Cn1c(=O)c2nc(SCC(=O)Nc3ccc(OC(F)(F)F)cc3)n(C)c2n(C)c1=O was read as DT40 TDP1 CPT inconclusive, TDP1 inh 3% and TDP1 cell noCPT inconclusive.
Screening COc1cccc(NS(=O)(=O)c2ccc(S(=O)(=O)N3CCCC3)cc2)c1 returned DT40 TDP1 CPT -13%, TDP1 inh 0% and TDP1 cell noCPT inconclusive.
Screening COc1ccc(C2=NC(c3ccncc3)=Nc3ccc(Br)cc3N2)cc1 returned DT40 TDP1 CPT inconclusive, TDP1 inh 9% and TDP1 cell noCPT inconclusive.
CCN(CC)CCN(C(=O)c1ccc([N+](=O)[O-])cc1)c1nc2ccc(OC)cc2s1 was read as DT40 TDP1 CPT 6%, TDP1 inh 1% and TDP1 cell noCPT -1%.
For CC(C)c1csc(CN2CCN(Cc3ccccc3)C(CCO)C2)n1 (stereo not given) the results were DT40 TDP1 CPT -26% and TDP1 cell noCPT inconclusive.
Screening COc1ccc(S(=O)(=O)NCc2cccn2Cc2cc(C)ccc2C)cc1OC returned DT40 TDP1 CPT -30%, TDP1 inh 9% and TDP1 cell noCPT inconclusive.
For Cc1ccc(S(=O)(=O)N2[C@H](c3ccccc3)CC(=O)[C@@H]3CN(S(=O)(=O)c4ccccc4C)[C@H](c4ccccc4)C[C@@H]32)cc1 the results were DT40 TDP1 CPT 4% and TDP1 cell noCPT 5%.
Screening Cc1ccc(NC(=O)c2cc(N3C(=O)C4CCCCC4C3=O)ccc2N2CCOCC2)cc1 (stereo not given) returned DT40 TDP1 CPT 6%, TDP1 inh 3% and TDP1 cell noCPT 4%.
O=C(O)c1ccccc1-c1nc2ccccc2n1-c1ccccc1 was read as DT40 TDP1 CPT -4%, TDP1 inh -5% and TDP1 cell noCPT 7%.
For CC(=O)Nc1ccc(NC(=O)CSc2nccn2Cc2ccco2)cc1 the results were DT40 TDP1 CPT 6%, TDP1 inh -3% and TDP1 cell noCPT -24%.
For CCC(=O)N1CCc2cc(S(=O)(=O)NC(C(=O)NCc3ccc(C)cc3)C(C)C)ccc21 (stereo not given) the results were DT40 TDP1 CPT 5%, TDP1 inh 0% and TDP1 cell noCPT -23%.

Structures from the list above that contain an aryl methoxy group, in the order listed:
Screening COc1ccc(NC(=O)O/N=C/c2ccncc2)cc1 returned DT40 TDP1 CPT 12%, TDP1 inh 4% and TDP1 cell noCPT 26%.
Screening COc1cccc(NS(=O)(=O)c2ccc(S(=O)(=O)N3CCCC3)cc2)c1 returned DT40 TDP1 CPT -13%, TDP1 inh 0% and TDP1 cell noCPT inconclusive.
Screening COc1ccc(C2=NC(c3ccncc3)=Nc3ccc(Br)cc3N2)cc1 returned DT40 TDP1 CPT inconclusive, TDP1 inh 9% and TDP1 cell noCPT inconclusive.
CCN(CC)CCN(C(=O)c1ccc([N+](=O)[O-])cc1)c1nc2ccc(OC)cc2s1 was read as DT40 TDP1 CPT 6%, TDP1 inh 1% and TDP1 cell noCPT -1%.
Screening COc1ccc(S(=O)(=O)NCc2cccn2Cc2cc(C)ccc2C)cc1OC returned DT40 TDP1 CPT -30%, TDP1 inh 9% and TDP1 cell noCPT inconclusive.

The main list resumes, repeating the 2 entries before the break.
For CC(=O)Nc1ccc(NC(=O)CSc2nccn2Cc2ccco2)cc1 the results were DT40 TDP1 CPT 6%, TDP1 inh -3% and TDP1 cell noCPT -24%.
For CCC(=O)N1CCc2cc(S(=O)(=O)NC(C(=O)NCc3ccc(C)cc3)C(C)C)ccc21 (stereo not given) the results were DT40 TDP1 CPT 5%, TDP1 inh 0% and TDP1 cell noCPT -23%.
Screening Cc1ccc(CNC(=O)c2cc3c(s2)CN(Cc2ccccc2)C3)cc1 returned DT40 TDP1 CPT -13%, TDP1 inh 5% and TDP1 cell noCPT -12%.
`COc1cccc(C(O)c2nc(-c3cccc(C#N)c3)cs2)c1` (stereo not given) gave DT40 TDP1 CPT inconclusive and TDP1 cell noCPT inconclusive.
Screening COC(=O)c1ccccc1S(=O)(=O)N1CCC(C(=O)OC(C)C(=O)Nc2ccccc2OC)CC1 (stereo not given) returned DT40 TDP1 CPT -8%, TDP1 inh 0% and TDP1 cell noCPT -6%.
For COc1ccc(/C=C(\C#N)c2nc(-c3ccc(Cl)c(Cl)c3)cs2)cc1OC the results were DT40 TDP1 CPT 10%, TDP1 inh -3%[12.3 µM] and TDP1 cell noCPT 0%.
Screening COc1ccc(O)cc1CN1CCN(c2ncc(Cc3ccccc3)cn2)CC1 returned DT40 TDP1 CPT 23µM* and TDP1 cell noCPT 16µM*.
Screening C[C@@H](C(=O)Nc1nc(-c2ccccn2)cs1)N1C(=O)C2CCCCC2C1=O (stereo not given in full) returned DT40 TDP1 CPT inconclusive, TDP1 inh -8% and TDP1 cell noCPT inconclusive.
For CC1=NN(c2ccccc2C(=O)O)C(=O)C1N=Nc1ccccc1 (stereo not given) the results were DT40 TDP1 CPT 13µM* and TDP1 cell noCPT 21µM*.
Screening O=C1CCCN1CCC(=O)N1CCCC(Nc2ccc(F)cc2)C1 (stereo not given) returned DT40 TDP1 CPT 9%, TDP1 inh 2% and TDP1 cell noCPT 11%.
For CCCn1c(N)c(N(CCOC)C(=O)c2cccc(C(F)(F)F)c2)c(=O)[nH]c1=O the results were DT40 TDP1 CPT -7% and TDP1 cell noCPT 3%.
For Cc1nnsc1C(=O)N/N=C/c1ccccc1Cl the results were DT40 TDP1 CPT -6%, TDP1 inh 1% and TDP1 cell noCPT -7%.
For COCCN1C(=O)/C(=C2/C(=O)N(CC(=O)Nc3ccccc3Cl)c3ccccc32)SC1=S the results were DT40 TDP1 CPT 3%, TDP1 inh 3% and TDP1 cell noCPT 1%.
CCc1nc2c(OCc3ccc(C#N)cc3)cccn2c1N(C)C(=O)C(C)C was read as DT40 TDP1 CPT inconclusive and TDP1 cell noCPT inconclusive.
Screening O=C(c1ccc(F)cc1)C1CCN(C(=O)c2ccc(Cl)cc2)CC1 returned DT40 TDP1 CPT inconclusive and TDP1 cell noCPT 18µM*.
Cc1cc2n(n1)CCCN2C(=O)Nc1ccc(F)c(Cl)c1 was read as DT40 TDP1 CPT -13%, TDP1 inh -2% and TDP1 cell noCPT -3%.
`COc1ccc(C(C(=O)NC(C)(C)C)N(Cc2cccs2)C(=O)CCC(=O)Nc2cc(C)on2)cc1` (stereo not given) gave DT40 TDP1 CPT inconclusive, TDP1 inh -3% and TDP1 cell noCPT inconclusive.
`N=c1c(C(=O)NCc2ccco2)cc2c(=O)n3ccccc3nc2n1C1CCCC1` gave DT40 TDP1 CPT 1% and TDP1 cell noCPT inconclusive.
For COc1ccc(N(C)S(=O)(=O)c2cccc(C(=O)N(C)Cc3ccc(C)o3)c2)cc1 the results were DT40 TDP1 CPT inconclusive, TDP1 inh 5% and TDP1 cell noCPT inconclusive.
N#Cc1cc2ccncc2c2ccccc12 was read as DT40 TDP1 CPT inconclusive and TDP1 cell noCPT 8.2µM*.
Screening NC(=O)c1cc(Br)cc(C2CCCCC2)c1O returned DT40 TDP1 CPT 8%, TDP1 inh -4% and TDP1 cell noCPT -21%.
O=S(=O)(NCc1ccc2c(c1)OCO2)c1ccc(F)c(F)c1 was read as DT40 TDP1 CPT -3%, TDP1 inh 3% and TDP1 cell noCPT -5%.
For Cc1cc(C)cc(NC(=O)C2C3C=CC(O3)C2C(=O)O)c1 (stereo not given) the results were DT40 TDP1 CPT -3%, TDP1 inh 3% and TDP1 cell noCPT 0%.
O=C1C(=O)N(C2CCN(C(=O)c3ccc(Cl)cc3)CC2)CCN1Cc1ccc(F)cc1 was read as DT40 TDP1 CPT -30%, TDP1 inh 0% and TDP1 cell noCPT inconclusive.
For N[C@H](CSCc1ccccc1)C(=O)Nc1ccc([N+](=O)[O-])cc1 the results were DT40 TDP1 CPT -15% and TDP1 cell noCPT inconclusive.
`CNc1cccc(-c2cccc(O)c2)n1` gave DT40 TDP1 CPT 4% and TDP1 cell noCPT -8%.
For COc1cc(NC(=O)c2noc3c2CSc2ccccc2-3)cc(OC)c1OC the results were DT40 TDP1 CPT 9.2µM*, TDP1 inh 3% and TDP1 cell noCPT 8.2µM*.
Screening Cc1ccc(OCC(=O)NC2CCS(=O)(=O)C2)c(C)c1 (stereo not given) returned DT40 TDP1 CPT 0%, TDP1 inh 5% and TDP1 cell noCPT 17%.
`CCN(CC)C(=S)NC(=O)c1cccnc1` gave DT40 TDP1 CPT inconclusive, TDP1 inh 0% and TDP1 cell noCPT inconclusive.
`COc1ccc(C)c(-n2c(N)cc(=O)n(Cc3ccccc3)c2=O)c1` gave DT40 TDP1 CPT -3%, TDP1 inh -5% and TDP1 cell noCPT -11%.
O=C(NNC(=O)c1ccccc1F)c1ccc(-c2ccc(Cl)cc2)o1 was read as DT40 TDP1 CPT -30%, TDP1 inh 0% and TDP1 cell noCPT inconclusive.
Screening CCN(C1CCS(=O)(=O)C1)S(=O)(=O)c1ccc(Cl)s1 (stereo not given) returned DT40 TDP1 CPT 14%, TDP1 inh -15% and TDP1 cell noCPT -9%.
For COc1ccc(C2=NN(C(=O)CN3CCOCC3)C(c3nc4ccccc4[nH]3)C2)cc1 (stereo not given) the results were DT40 TDP1 CPT -31%, TDP1 inh 3% and TDP1 cell noCPT -4%.
Screening C=CCNC(=S)Nc1sc2c(c1C(=O)OCC)CC(C(C)C)OC2 (stereo not given) returned DT40 TDP1 CPT -27%, TDP1 inh -5% and TDP1 cell noCPT -18%.
`O=C(CCn1c(=O)sc2ccccc21)NC1CCCCC1` gave DT40 TDP1 CPT -12%, TDP1 inh 0% and TDP1 cell noCPT 20%.
For Cc1cccc(C(=O)NC2(C(F)(F)F)N=C(c3ccccc3)N(Cc3ccccc3)C2=O)c1 (stereo not given) the results were DT40 TDP1 CPT inconclusive, TDP1 inh 3% and TDP1 cell noCPT inconclusive.
Screening O=C1C2C3CC(C(Br)C3Br)C2C(=O)N1c1ccccn1 (stereo not given) returned DT40 TDP1 CPT -13%, TDP1 inh -1% and TDP1 cell noCPT -10%.
